# Screening results from PubChem.
# TRPC6 inh – mouse TRPC6 channel inhibition; HEK293-TRPC6, membrane potential dye, ACh-evoked depolarization; active compounds read low; B-score at 10 µM; 1.1% of 310,000 active; Q61143;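 active = B-score under library mean minus 3 SD, initial fluorescence not abnormally high, positive integrated signal ratio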;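 also: B-score derived from integrated fluorescence ratio over the kinetic read; more negative B-score means stronger inhibition of depolarization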
# Target sequence (Q61143 whole entry, looked up): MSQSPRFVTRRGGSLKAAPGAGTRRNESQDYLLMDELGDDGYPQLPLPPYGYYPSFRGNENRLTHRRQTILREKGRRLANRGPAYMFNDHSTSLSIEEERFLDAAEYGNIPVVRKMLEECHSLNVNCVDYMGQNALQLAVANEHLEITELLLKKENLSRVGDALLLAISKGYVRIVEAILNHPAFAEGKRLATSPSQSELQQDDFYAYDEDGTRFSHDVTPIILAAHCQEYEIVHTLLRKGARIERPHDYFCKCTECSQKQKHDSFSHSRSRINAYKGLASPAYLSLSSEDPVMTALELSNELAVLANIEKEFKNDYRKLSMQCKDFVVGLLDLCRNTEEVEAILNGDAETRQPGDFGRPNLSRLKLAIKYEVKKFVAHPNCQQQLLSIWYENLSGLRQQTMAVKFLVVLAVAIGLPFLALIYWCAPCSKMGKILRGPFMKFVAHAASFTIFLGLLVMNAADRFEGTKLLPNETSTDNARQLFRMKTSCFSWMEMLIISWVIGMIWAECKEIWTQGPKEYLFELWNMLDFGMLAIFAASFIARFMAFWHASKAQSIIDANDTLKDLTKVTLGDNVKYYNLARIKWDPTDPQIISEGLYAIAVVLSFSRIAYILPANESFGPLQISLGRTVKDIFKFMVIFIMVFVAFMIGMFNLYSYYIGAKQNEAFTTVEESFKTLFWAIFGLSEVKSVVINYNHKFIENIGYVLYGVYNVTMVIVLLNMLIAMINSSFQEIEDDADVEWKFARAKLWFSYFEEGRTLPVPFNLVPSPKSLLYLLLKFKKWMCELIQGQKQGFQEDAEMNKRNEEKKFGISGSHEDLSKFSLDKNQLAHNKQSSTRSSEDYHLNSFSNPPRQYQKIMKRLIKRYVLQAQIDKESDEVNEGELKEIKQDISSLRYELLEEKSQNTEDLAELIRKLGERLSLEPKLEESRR
# TRPC4 agonist – TRPC4 (mouse) channel activation. 0.49% of 310,000 active. Q9QUQ5. B-score at 10 µM. HEK293 TRPC4beta/mu-opioid, Fluo4 calcium fluorescence; active compounds read high;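 active = B-score above 5 SD of library B-scores, and initial fluorescence ratio not above library mean plus 5 SD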;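 also: positive B-score marks a calcium rise read as TRPC4 activation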
#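 Assay system – TRPC4beta and mu-opioid receptor HEK293 stable cells · Measured by – Fluo4 fluorescence, kinetic · Schedule – dye loading 45 min room temperature, 110 s kinetic read · Read-out – B-scored integrated calcium fluorescence ratio · Controls – buffer and maximal DAMGO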
# MrgX1 antagonist – antagonists of human MrgX1 receptor; Q96LB2; MRGX1-HEK293 calcium flux, Fluo-4, BAM8-22 antagonism; active compounds read low; B-score at 10 µM; 1.3% of 310,000 active; AID 588676;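 active = calcium-response B-score plate-corrected more than 3 library SD below zero, starting fluorescence within 5 deviations, no agonist response on first addition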;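 also: peak minus trough fluorescence over baseline after final BAM8-22 challenge near maximal dose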
# ANO1 block – blocks the mouse calcium-activated chloride channel TMEM16A. Q8BHY3. HEK293 TMEM16A/YFP iodide influx fluorescence, ionomycin. normalized B-score (activity score, 25-100; higher = stronger inhibition) at 10 µM. 1.2% of 310,000 active. AID 588511;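 active = ratio plate-corrected score three or more library SD toward inhibition, starting fluorescence score within five deviations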;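 also: score derived from kinetic fluorescence span divided by baseline fluorescence per well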
# TRPC6 act – activates the mouse TRPC6 cation channel | Q61143 | HEK293-TRPC6 membrane potential dye fluorescence; active compounds read high | B-score at 10 µM | 0.13% of 310,000 active | AID 2550;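 active = B-score of the integrated fluorescence ratio above library mean plus 3 SD, and starting fluorescence ratio within library mean plus 5 SD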;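 also: higher score means more depolarization so channel activation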
# SKKanGAS inh – SKKanGAS growth inhibition | inhibition, % at 7.5 µM | 1.3% of 300,000 active | S. pyogenes SKKanGAS, kanamycin growth, BacTiter-Glo, 6 h;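 active = mean replicate score, as percent of positive control median, at least 50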;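 also: strain carries kanamycin resistance gene driven by streptokinase promoter and grows in 40 µg/ml kanamycin; loss of luminescence reflects streptokinase promoter inhibition or plain growth inhibition; 0% = median of DMSO wells and 100% = positive control at its reference dose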
# TRPC4 block – inhibitors of mouse TRPC4 channel | Q9QUQ5 | HEK293 TRPC4beta/mu-opioid, DAMGO-evoked Fluo4 calcium flux; active compounds read low | B-score at 10 µM | 0.39% of 300,000 active;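 active = B-score over 3 SD under the library average, no early fluorescence shift, positive overall ratio signal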
#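 Assay system: HEK293 cells with stable TRPC4beta plus mu-opioid receptor expression; Probe or stimulus: DAMGO in two steps, submaximal then maximal; Dosing: single-point compound dosing; Measured by: Fluo4 calcium-dye fluorescence, kinetic read; Read-out basis: B score from integrated Fluo4 fluorescence ratio.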
# MrgX1 PAM – human MrgX1 positive allosteric modulation, primary screen. MrgX1-HEK293, Fluo-4 calcium flux, FDSS; active compounds read high. AID 588675. B-score at 10 µM. Q96LB2. 0.63% of 310,000 active;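 active = plate-corrected calcium response at least 3 library SD above typical, normal starting fluorescence, not activating the receptor alone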;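 also: compound read alongside a low EC10 to EC30 dose of BAM8-22 agonist; peak minus trough fluorescence over baseline measured at the second addition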
# MrgX1 ag – agonists of human MrgX1 receptor | Q96LB2 | MrgX1-HEK293 cells, Fluo-4 calcium fluorescence, agonist mode; active compounds read high | B-score at 10 µM | 0.44% of 310,000 active | AID 588627;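 active = calcium response B-score plate-corrected fluorescence ratio at least 3 library SD, with starting fluorescence B-score inside 5 SD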
#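 Test system: Stable human MrgX1 HEK293 cell line | Schedule: Overnight plating before 1 h dye loading | Read-out basis: Baseline-normalised fluorescence change ratio, B-scored | Detection: Kinetic calcium dye fluorescence, Fluo-4 NW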
# TRPC4 potent – TRPC4 (mouse) allosteric potentiation; 0.42% of 310,000 active; B-score at 10 µM; AID 2227; Q9QUQ5; HEK293 TRPC4beta/mu-opioid, DAMGO EC20, Fluo-4 Ca2+ flux; active compounds read high;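 active = B-score of calcium response area above 5 SD of library B-scores, with initial fluorescence ratio within 5 SD of library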;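 also: B-score of integrated fluorescence ratio over time as area under calcium response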
# TMEM16A act – mouse TMEM16A channel activation, primary screen; 0.3% of 340,000 active; HEK293 TMEM16A/YFP-H148Q/I152L, iodide quench fluorescence; active compounds read low; Q8BHY3; B-score at 10 µM; AID 623877;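 active = fluorescence-ratio B-score plate-corrected deviation score at least 3 library SD below zero, with starting fluorescence score within 5 deviations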;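 also: channel opened by trigger with iodide after compound preincubation; score built on the fluorescence ratio of max minus min over baseline; more negative score means more quench and so TMEM16A activation or potentiation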
# * = called active by the depositor; i = inactive; . = no result given.
SMILES,TRPC6 inh,TRPC4 agonist,MrgX1 antagonist,ANO1 block,TRPC6 act,SKKanGAS inh,TRPC4 block,MrgX1 PAM,MrgX1 ag,TRPC4 potent,TMEM16A act
CCOC(=O)CCSc1nc(C(C)(C)C)cc(C(F)(F)F)c1C#N,i,i,i,100*,i,37.1,i,i,i,i,i
COc1ccc(S(=O)(=O)Nc2ccccc2C(=O)NC(C)(C)C)cc1OC,i,i,i,i,i,3.9,i,i,i,i,i
CCN(CC)S(=O)(=O)c1ccc2c(c1)nc(CCC(=O)Nc1ccc3c(c1)OCO3)n2CC,i,i,i,i,i,5.0,i,i,i,i,i
Cn1cc(C(=O)N/N=C/C(Br)=C/c2ccccc2)ccc1=O,i,i,i,i,i,-7.6,i,i,i,i,i
CCCCOC(=O)c1ccc(NC(=O)c2ccccc2OC)cc1,i,i,i,100*,i,0.7,i,i,i,i,i
CCOC(=O)Cc1csc(SC(C)C(=O)NCC(=O)Nc2ccc(F)c(F)c2F)n1 (configuration not stated),i,i,i,i,i,32.5,i,i,i,i,i
Cc1ccccc1CC(=O)N1CCCC(CNC(=O)c2ccc(F)cc2)C1 (configuration not stated),i,i,i,i,i,-1.7,i,i,i,i,i
O=C(N/N=C/c1ccccn1)c1ccc(NC(=O)c2ccc(F)cc2)cc1,i,i,i,i,i,3.9,i,i,i,i,i
CCc1ccccc1NC(=O)CSc1nc2n[nH]c(C)c2c(=N)n1-c1cccc(OC)c1,i,i,i,i,i,22.5,i,i,i,i,i
COc1cc(OC)cc(C(=O)Nc2cccc(-c3ccc(N4CCOCC4)nn3)c2)c1,i,i,i,i,i,54.5*,i,i,i,i,i
CC(C)C(NC(=O)c1ccc(C(C)(C)C)cc1)C(=O)NCC1(N(C)C)CCCCC1 (configuration not stated),i,i,i,i,i,14.0,i,i,i,i,i
COc1ccc(N(CC(=O)Nc2ccccc2C(=O)N2CCCC2)S(C)(=O)=O)cc1,i,i,i,i,i,2.8,i,i,i,i,i
COc1ccccc1CNC(=O)c1cc(C)nn1-c1ccccc1,i,i,i,i,i,3.0,i,i,i,i,i
COc1cc([C@H]2c3c(cc(OC)c(O)c3OC)C[C@@H](CO)[C@@H]2CO[C@@H]2O[C@H](CO)[C@@H](O)[C@H](O)[C@H]2O)cc(OC)c1O,.,.,i,i,.,.,.,i,i,.,i
O=C(NCCS(=O)(=O)N1CCN(c2ccccc2F)CC1)C1CC(=O)N(c2ccccc2)C1 (configuration not stated),i,i,i,i,i,2.1,i,i,i,i,i
OCCC1CN(Cc2ccon2)CCN1Cc1ccccc1 (configuration not stated),i,i,i,i,i,6.3,i,i,i,i,i
CCCC(=O)Nc1ccc(C(=O)NN2C(=O)c3ccccc3C2=O)cc1,i,i,i,i,i,-3.1,i,i,i,i,i
COc1ccc(Oc2c(C)nc(SCC(=O)c3ccc(Cl)cc3)[nH]c2=O)cc1,i,i,i,i,i,10.9,i,i,i,i,i
Cc1ccc(Nc2nc(N)c(C#N)c(CC#N)c2C#N)cc1,i,i,i,i,i,-0.7,i,i,i,i,i
CCc1cc2cc(C(=O)Nc3ccccc3F)sc2s1,i,i,i,i,i,-0.1,i,i,i,i,i
Cn1c(SCC(=O)c2ccc(F)cc2)nnc1-c1ccccc1N,i,i,i,i,i,-3.3,i,i,i,i,i
CCOC(=O)C1(CCCc2ccccc2)CCN(C(=O)[C@@H]2C[C@@H](C)NC(=S)N2)CC1,i,i,i,i,i,-7.9,i,i,i,i,i
Cc1cc(OCCCCCNCCO)cc(C)c1Cl,i,i,i,i,i,1.5,i,i,i,i,i
COCC(C)NS(=O)(=O)c1ccc(C(=O)NCCCn2ccc3ccccc32)cc1 (configuration not stated),i,i,i,i,i,-2.1,i,i,i,i,i
N/C(=N\OC(=O)c1ccc(Br)o1)c1ccccn1,i,i,i,i,i,-4.0,i,i,i,i,i

# Brought forward from above: 2 compounds, followed by the next part.
SMILES,TRPC6 inh,TRPC4 agonist,MrgX1 antagonist,ANO1 block,TRPC6 act,SKKanGAS inh,TRPC4 block,MrgX1 PAM,MrgX1 ag,TRPC4 potent,TMEM16A act
COCC(C)NS(=O)(=O)c1ccc(C(=O)NCCCn2ccc3ccccc32)cc1 (configuration not stated),i,i,i,i,i,-2.1,i,i,i,i,i
N/C(=N\OC(=O)c1ccc(Br)o1)c1ccccn1,i,i,i,i,i,-4.0,i,i,i,i,i
Cc1cc2c(NC(=O)Nc3ccc(F)cc3)cccc2nn1,i,i,i,i,i,-3.1,i,i,i,i,i
C/C(=N\NC(=O)c1ccc(OC2OCCOC2Oc2ccc(C(=O)N/N=C(\C)c3ccncc3)cc2)cc1)c1ccncc1 (configuration not stated),i,i,i,i,i,2.2,i,i,i,i,i
O=C(N/N=C/c1cccc([N+](=O)[O-])c1)C1CC(=O)N(c2ccc(F)cc2)C1 (configuration not stated),i,i,i,i,i,0.5,i,i,i,i,i
CC1=C(C(=O)N(C)CCC#N)C2(CCCCC2)OC1=O,i,i,i,i,i,-3.7,i,i,i,i,i
COc1ccc(/C=C(/NC(=O)c2ccccc2)C(=O)N/N=C/c2sccc2C)cc1,i,i,i,i,i,-7.3,i,i,i,i,i
COc1ccccc1CN1CCN(C(=O)c2ccncc2)CC1,i,i,i,i,i,2.7,i,i,i,i,i
CCOC(=O)Nc1csnn1,i,i,.,.,i,-3.2,i,.,.,i,i
N#Cc1ccncc1Sc1ccc(Cl)cc1,i,i,i,i,i,6.8,i,i,i,i,i
COc1ccc(N2CC(O)=C(c3nc(-c4ccc(Cl)cc4)cs3)C2=N)cc1,i,i,i,i,i,15.0,i,i,i,i,i
COc1cc(NC(=O)CCc2c(C)nn(-c3ccc(N4CCOCC4)nn3)c2C)cc(OC)c1OC,i,i,i,i,i,-4.8,i,i,i,i,i
C#CCSc1[nH]c(=O)cc(C)c1C#N,i,i,i,i,i,-3.6,i,i,i,i,i
Cc1cccc(C(=O)NNC(=O)Nc2ccccc2)c1,i,i,i,i,i,6.9,i,i,i,i,i
COCCn1cc(C(=O)NCc2cccs2)c2c3ccccc3n(C)c2c1=O,i,i,i,i,i,-0.7,i,i,i,i,i
Cc1cccc(C(=O)Nc2ccccc2N2CCN(c3ccc(F)cc3)CC2)c1,i,i,i,i,i,20.0,i,i,i,i,i
COc1ccc(CCN(C)C2CCCN(C(=O)Cn3cccn3)C2)cc1OC (configuration not stated),i,i,i,i,i,-5.2,i,i,i,i,i
Cc1cc(C)cc(CC(CC(=O)Nc2ccc(Cl)cc2)C(=O)O)c1 (configuration not stated),i,i,i,i,i,2.6,i,i,i,i,i
Cc1ccccc1Nc1nc(N)nc(CN2C(=O)NC3(CCCCC3C)C2=O)n1 (configuration not stated),i,i,i,i,i,0.0,i,i,i,i,i
O=C(NNC(=S)NC1CCCCC1)c1sc2ccccc2c1Cl,i,i,i,i,i,-3.9,i,i,i,i,i
CCNC(=S)NNC(=O)c1cc(-c2cccc(OC)c2)nc2ccccc12,i,i,i,i,i,24.6,i,i,i,i,i
CCC(C)C(Nc1ncnc2scc(-c3ccccc3)c12)C(=O)O (configuration not stated),i,i,i,i,i,14.3,i,i,i,i,i
O=[N+]([O-])c1ccc(N2CCN(Cc3ccc4c(c3)OCO4)CC2)nc1,i,i,i,i,i,-15.0,i,i,i,i,i
CC1(C)CC(NC(=S)NCc2ccco2)CC(C)(C)N1,i,i,i,i,i,-14.0,i,i,i,i,i
COc1ccccc1NC(=O)Cc1noc(CSc2cc(C)c3ccccc3n2)n1,i,i,i,i,i,1.6,i,i,i,i,i
COC(=O)c1ccc(C(=S)N2CCOCC2)cc1,i,i,i,i,i,-6.2,i,i,i,i,i
O=C(O)CSc1ncnc2scc(-c3ccc(Br)cc3)c12,i,i,i,i,i,14.3,i,10.3*,i,i,i

# Going on with the list:
SMILES,TRPC6 inh,TRPC4 agonist,MrgX1 antagonist,ANO1 block,TRPC6 act,SKKanGAS inh,TRPC4 block,MrgX1 PAM,MrgX1 ag,TRPC4 potent,TMEM16A act
Cc1ccc(NS(=O)(=O)c2ccc(NC(=O)c3ccc(Br)o3)cc2)c(C)c1,i,i,i,i,i,44.4,i,i,i,i,i
CNCCCCOc1ccccc1-c1ccccc1,i,52*,i,i,i,6.4,i,i,i,i,i
CCOP(=O)(OCC)c1nc(-c2cccc3ccccc23)oc1NCc1ccccc1,i,i,i,i,i,26.8,i,i,i,i,i
Cc1ccc(S(=O)(=O)Nc2ccc3c(c2)OCCO3)cc1,i,i,i,i,i,19.3,i,i,i,i,i
O=C(CCN=C1NS(=O)(=O)c2ccccc21)N1CCc2ccccc2C1,i,i,i,i,i,-3.9,i,i,i,i,i
CCC(C)NC(=O)c1ccccc1-c1ccccc1C(=O)NC(C)CC (configuration not stated),i,i,i,i,i,6.9,i,i,i,i,i
CCCCc1nc2cc(C(=O)NCCc3cnn(C)c3)ccc2o1,i,i,i,i,i,10.8,i,i,i,i,i
Cc1ccc(-n2nnnc2SCC(=O)Nc2ccccc2-c2ccccc2)cc1C,i,i,i,i,i,-6.6,i,i,i,i,i
CCCCCCC(=O)N/N=C(\C)Cc1ccccc1,i,i,i,i,i,-2.8,i,i,i,i,i
O=C(Nc1ccc(Cl)cc1)c1cccnc1N1CCCCC1,i,i,i,i,i,3.2,i,i,i,i,i
Oc1ccc(Nc2nc(-c3ccc(O)cc3)cs2)cc1,i,i,i,i,i,5.9,i,i,i,i,i
Cc1ccc(C)c(S(=O)(=O)N/N=C/c2ccc(C(=O)O)cc2)c1,i,i,i,i,i,-2.0,i,i,i,i,i
O=C(Nc1cccc(C(=O)O)c1)Nc1cccc2ccccc12,i,i,i,i,i,8.7,i,i,i,i,i
O=C(Nc1cccc(O)c1)c1ccc(NC(=O)C2CCCO2)cc1 (configuration not stated),i,i,i,i,i,-3.4,i,i,i,i,i
CC(Oc1ccc(Br)cc1)C(=O)Nc1cc(S(=O)(=O)N2CCOCC2)ccc1N1CCCC1 (configuration not stated),i,i,i,i,i,2.6,i,i,i,i,i
CS(=O)(=O)Nc1cccc(C2=NN(C(=O)c3ccccc3Cl)C(c3ccccc3O)C2)c1 (configuration not stated),i,i,i,i,i,12.0,i,i,i,i,i
O=c1cc(-c2ccc([N+](=O)[O-])cc2)c2ccc(O)cc2o1,i,i,i,i,i,2.4,i,i,i,i,i
